Assay outcomes as filed in PubChem.
TR SRC2 fluor cs = Total Fluorescence Counterscreen for Inhibitors of the Interaction of Thyroid Hormone Receptor and Steroid Receptor Coregulator 2; TRb/SRC2 Texas Red total fluorescence interference; Potency, µM (doses to about 106 µM), for the others: at the top dose fluorescence change, negative = quenching; hit rate 0.29% among 280,000; AID 1479, 2009; active = well fitted curve in either direction with a large enough effect; inconclusive = small, poorly fitted or top-dose-only effect; also: % is scaled to controls: 0 for no effect and ±100 for the full control effect
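Human TRb ligand-binding domain at 0.6 uM with 20 nM Texas Red SRC2 peptide in Tris buffer containing 1 uM T3 and 5% DMSO, incubated with compound 5 h at ambient temperature. Total fluorescence (555/632 nm) calculated as parallel + 2 × perpendicular.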
HTT ATP protect = qHTS Multiplex Assay to Identify Dual Action Probes in a Cell Model of Huntington: Cytoprotection (ATP); PC12 HTT-Q103 induced, cytoprotection, ATP luminescence, 40 h; Potency, µM (titrated, usually from 56.4 µM), inactives show cytoprotection (ATP increase), hits mostly activators; hit rate 0.14% among 230,000; AID 1471, 2008;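 also: % of control where 0% means no effect; nearly all actives have a fitted effect of over 45% in size; toxic huntingtin expression switched on by the ecdysone agonist tebufenozide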
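Quantitative HTS on tebufenozide-induced (100 nM) PC12 cells expressing HTTQ103 exon 1–GFP; compounds tested as a concentration series; survival measured via cellular ATP.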
L3MBTL1 block = qHTS Assay for the Inhibitors of L3MBTL1; Lethal(3)malignant brain tumor-like protein 1 (Homo sapiens), Q9Y468; AlphaScreen L3MBTL1–H3K9me1 peptide binding; Potency, µM (series often up to 57.1 µM), without a hit: at the highest dose activity, negative = inhibition, hits mostly inhibitors; hit rate 0.66% among 230,000; also: % is scaled to controls: 0 for no effect and ±100 for the full control effect; nearly all actives have a fitted effect of over 60% in size
Target sequence (Q9Y468 whole entry, looked up): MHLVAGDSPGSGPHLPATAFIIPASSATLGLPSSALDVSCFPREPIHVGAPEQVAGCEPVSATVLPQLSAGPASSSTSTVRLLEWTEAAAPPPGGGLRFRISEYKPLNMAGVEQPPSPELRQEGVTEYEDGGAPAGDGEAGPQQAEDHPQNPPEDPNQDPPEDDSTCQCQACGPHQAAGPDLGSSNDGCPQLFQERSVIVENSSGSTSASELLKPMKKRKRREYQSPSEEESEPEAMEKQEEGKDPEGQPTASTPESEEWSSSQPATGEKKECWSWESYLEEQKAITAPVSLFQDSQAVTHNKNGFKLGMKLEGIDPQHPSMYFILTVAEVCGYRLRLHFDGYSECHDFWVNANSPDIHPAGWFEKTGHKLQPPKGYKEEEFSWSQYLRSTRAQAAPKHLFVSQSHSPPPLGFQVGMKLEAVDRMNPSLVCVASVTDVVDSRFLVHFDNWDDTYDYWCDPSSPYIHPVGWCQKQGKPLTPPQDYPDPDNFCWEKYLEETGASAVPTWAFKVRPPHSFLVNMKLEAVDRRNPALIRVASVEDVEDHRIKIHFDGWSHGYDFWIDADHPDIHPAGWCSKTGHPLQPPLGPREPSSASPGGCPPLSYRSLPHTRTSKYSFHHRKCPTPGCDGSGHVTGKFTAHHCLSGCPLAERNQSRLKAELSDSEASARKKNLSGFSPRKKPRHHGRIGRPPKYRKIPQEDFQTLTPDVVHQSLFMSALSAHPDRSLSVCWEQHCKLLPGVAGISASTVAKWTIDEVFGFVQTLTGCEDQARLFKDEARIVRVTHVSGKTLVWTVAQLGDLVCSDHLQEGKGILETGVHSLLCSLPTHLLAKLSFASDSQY
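Read-out is AlphaScreen signal from streptavidin donor and nickel chelate acceptor beads (10 ug/mL final each) bridging L3MBTL1 (50 nM) and biotinylated K9-monomethylated H3(1-15) peptide (75 nM), after 30 min compound exposure at room temperature.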
TRb SRC2 PPI = qHTS for Inhibitors of the Interaction of Thyroid Hormone Receptor and Steroid Receptor Coregulator 2; Thyroid hormone receptor beta (Homo sapiens), P10828; TRbeta-SRC2 peptide binding, fluorescence polarization; receptor liganded with 1 µM T3; Potency, µM (highest dose often 106 µM), for the others: at the top dose activity change, negative = inhibition, hits mostly inhibitors; hit rate 0.065% among 280,000;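 also: plate controls were bound peptide for no effect and peptide without receptor for full effect; nearly all actives have a fitted effect of over 50% in size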
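Each compound concentration gave % activity, normalized to unbound and bound Texas Red SRC2 controls, from polarization read after 5 hr ambient incubation with T3-loaded human TRb LBD.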
Tau ThT inhib = qHTS for Inhibitors of Tau Fibril Formation, Thioflavin T Binding. AID 1460, 2008. Microtubule-associated protein tau (Homo sapiens), P10636. recombinant tau K18 P301L, heparin-induced fibrillization, ThT fluorescence. hit rate 2.1% among 270,000. Potency, µM (doses to about 57.4 µM), without a hit: top-dose activity, negative = inhibition, actives largely listed as inhibitors; also: % is scaled to controls: 0 for no effect and ±100 for the full control effect; nearly all actives have a fitted effect of over 55% in size
Target sequence (P10636 561-689 P618L limits assumed): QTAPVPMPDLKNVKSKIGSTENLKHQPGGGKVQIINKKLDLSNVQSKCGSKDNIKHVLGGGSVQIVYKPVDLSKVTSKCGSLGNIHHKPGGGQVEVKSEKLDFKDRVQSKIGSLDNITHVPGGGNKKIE
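Recombinant human tau K18 fragment […] carrying P301L, 15 uM unlabeled plus 0.24 uM Alexa 594-labeled, was fibrillized with 20 uM heparin in 100 mM sodium acetate pH 7 for 6 hr at 37 C; 30 uM ThT fluorescence read after 1 hr.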
Tau fibril FP = qHTS for Inhibitors of Tau Fibril Formation, Fluorescence Polarization; AID 1468, 2008; hit rate 0.39% among 280,000; Microtubule-associated protein tau (Homo sapiens), P10636; Potency, µM (series often up to 57.7 µM), inactives show at the top dose activity, negative = inhibition, actives largely listed as inhibitors; K18 P301L tau heparin fibrillization, Alexa594 FP, 6 h; also: % is scaled to controls: 0 for no effect and ±100 for the full control effect; nearly all actives have a fitted effect of over 55% in size
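K18 P301L tau (15 uM unlabeled/0.24 uM Alexa 594-labeled, final) + compound + heparin 20 uM final; 100 mM NaOAc pH 7; 6 hr 37 C; ThT 30 uM final added, 1 hr RT; FP ex 555/em 632 nm.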
RECQ1 inh = qHTS Assay for Inhibitors of RecQ-Like Dna Helicase 1 (RECQ1); hit rate 0.54% among 240,000; AID 2549, 2010; Potency, µM (doses to about 57.3 µM), for the others: at the highest dose activity, negative = inhibition, most hits filed as inhibitors; RECQ1 DNA unwinding, red fluorescence kinetic read;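 also: plate controls were vehicle for no effect and no enzyme for full effect; nearly all actives have a fitted effect of over 30% in size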
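50 nM RECQ1T1 preincubated 15 min with compound in Tris pH 8.0 buffer with MgCl2, DTT, Tween-20 and 2.5 ug/ml poly(dI-dC); started with 200 nM TAMRA/BHQ-2 forked duplex and 2 mM ATP. Unwinding read as fluorescence (525/598 nm), two reads 2 h apart.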
Tau fluor counter = Counterscreen qHTS for Inhibitors of Tau Fibril Formation, Fluorescence Polarization | tau K18 P301L (four-repeat tau fragment) Alexa594 fluorescence, heparin fibrillization | Potency, µM (highest dose often 57.7 µM), for inactives: at the top dose activity change, negative = decrease | hit rate 0.93% among 280,000 | AID 1463, 2008; also: % is scaled to controls: 0 for no effect and ±100 for the full control effect; nearly all actives have a fitted effect of over 55% in size
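Human K18 P301L tau (15 uM unlabeled plus 0.24 uM Alexa 594-labeled, final) in 100 mM sodium acetate pH 7 was mixed with compound and 20 uM heparin and incubated 6 hr at 37 C.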
An asterisk follows results filed as active; i = inactive; ? = inconclusive; · = not tested or not shown; & = joins results of further samples; [ ] = remark or other dose. Unless noted, calls follow the shape of the dose curve; as a rule, active = well fitted curve in the direction sought with a large enough effect; inconclusive = small, poorly fitted or top-dose-only effect, or another doubt; inactive = no such curve, though single readings can be large; an effect the other way counts as inactive or inconclusive. Potency is read from the fitted curve at half-maximal effect. Not all compounds are listed; rates above refer to the full screens.

SMILES	TR SRC2 fluor cs	HTT ATP protect	L3MBTL1 block	TRb SRC2 PPI	Tau ThT inhib	Tau fibril FP	RECQ1 inh	Tau fluor counter
O=C(O)c1oc2ccccc2c1-n1cccc1	2%	2%[10 µM]	-8%	-5%	-8%	2%	0%	-4%
N#Cc1ccc(N2CCN(C(=O)c3cccc(F)c3)CC2)c(F)c1	1%	-10%[10 µM]	11%	0%	-2%	8%	4%	-4%
COc1cc(/C=C\C(=O)OCn2nnc3ccccc3c2=O)cc(OC)c1OC	-3%	-10%	·	4%	-5%	9%	i	-12%
CC(/C=C/c1ccc2c(c1)OCO2)=N\NC(=O)C(O)c1ccccc1 (configuration not stated)	-1%	6%[10 µM]	-3%	1%	-10%	5%	i	-7%
O=C1N(c2cccc3ccccc23)C(c2ccccc2)N2CCCN12 (configuration not stated)	0%	18%[0.074 µM]	0%	-2%	8%	-1%	-7%	7%
CNC(=O)CSc1nnc(-c2cc(C)cc(C)c2)o1	-4%	2%	5%[11.4 µM]	4%	-8%	-2%	-14%	1%
COc1ccccc1CNC(=O)c1ccc(-c2ccccc2C(F)(F)F)o1	-3%	·	8%	-3%	-9%	7%	-18%	-15%
CC(=O)N/C(=C/c1ccccc1)C(=O)N1CCCCC1	-2%	-7%[10 µM]	?	5%	2%	-2%	-8%	3%
COC(=O)c1ccc(-c2sc3nc(N4CCOCC4)c4c(c3c2N)CC(C)(C)OC4)o1	-2%	14%	·	1%	-7%	4%	6%	-11%
CCN(CC)S(=O)(=O)c1ccc(C2CNC(=O)C2)cc1 (configuration not stated)	-1%	5%	6%	-21%	-1%	6%	-11%	3%
Cc1c(C(=O)OCC(=O)NCCN2C(=O)CSC2=O)oc2c1ccc1ccccc12	3%	11%[0.074 µM]	0%	-1%	-5%	0%	-2%	-12%
CCO/N=C(/C)c1c(O)c(C)c(-c2ccccc2)n(-c2ccccc2)c1=O	1%	19%[10 µM]	8%	-8%	-13%	4%	-2%	2%
Cc1ccc(NC(=O)CSc2nc3ccccc3c(=O)n2CCCC(=O)NCCCN2CCOCC2)cc1	-4%	-47%[inhibitor]	·	-4%	-8%	0%	-13%	-12%
O=C(CCn1c(=O)c2cccn2c2cccnc21)NCc1ccccc1Br	0%	·	·	1%	6%	-1%	·	-2%
COc1ccc(C(C(=O)NC2CCCCC2)N(Cc2cccs2)C(=O)Cc2c[nH]c3ccccc23)cc1 (configuration not stated)	1%	-59%[inhibitor]	-14%	-17%	-11%	13%	-13%	-28%
CCOC(=O)CSc1nnc(-c2ccoc2C)n1-c1ccc(C)cc1	0%	10%[10 µM]	-12%	-1%	-6%	6%	-8%	1%
C=CCNc1nc(C)c(C(C)=O)cc1C#N	-3%	0%	·	11%	-2%	2%	-6%	-10%
Cc1ccccc1Cn1c(=O)n(CC2CCC(C(=O)NCCc3ccccc3)CC2)c(=O)c2ccccc21 (configuration not stated)	-1%	-13%[10 µM]	3%	16%	3%	4%	-1%	2%
CCCn1c(CNC(=O)c2ccc(F)cc2)nc2ccccc21	-2%	·	·	-4%	-11%	-19%	·	-20%
N[C@](CC1c2ccccc2Oc2ccccc21)(C(=O)O)[C@@H]1C[C@@H]1C(=O)O	-2%	-6%	·	9%	-6%	-3%	-2%	-6%
Cn1c(SCc2ccc(F)cc2)nc2ccc(C(=O)NCc3cccc(Cl)c3)cc21	?	·	·	3%	-3%	-10%	·	-28%
NC[C@@H]1O[C@@H](O[C@H]2[C@H](O)[C@H](O[C@@H]3O[C@H](CO)[C@@H](O)[C@H](N)[C@@H]3O)[C@@H](N)C[C@H]2N)[C@H](N)C[C@@H]1O	0%[53 µM]	-13%[40.3 µM]	·	0%[53 µM]	·	·	-1%[25.9 µM]	·
COc1cc(C2c3c(-c4cc(C)cc(C)c4O)n[nH]c3C(=O)N2CCCO)cc(OC)c1OC (configuration not stated)	2%	-20%	-2%	3%	2%	10%	-9%	-10%
CC(C)CCNC(=O)CCCCn1c(=O)[nH]c2ccsc2c1=O	-3%	-23%	1%	11%	0%	-6%	0%	-5%
COc1ccc2c(Cl)c(C(=O)OCC(=O)c3ccc4c(c3)NC(=O)CO4)sc2c1Cl	-3%	-16%[10 µM]	·	-1%	?	-10%	i	-21%

Filtered by structure, those above containing a cyano group (2)
SMILES	TR SRC2 fluor cs	HTT ATP protect	L3MBTL1 block	TRb SRC2 PPI	Tau ThT inhib	Tau fibril FP	RECQ1 inh	Tau fluor counter
N#Cc1ccc(N2CCN(C(=O)c3cccc(F)c3)CC2)c(F)c1	1%	-10%[10 µM]	11%	0%	-2%	8%	4%	-4%
C=CCNc1nc(C)c(C(C)=O)cc1C#N	-3%	0%	·	11%	-2%	2%	-6%	-10%

4 compounds from above, ordered by number of heavy atoms, smallest number first.
SMILES	TR SRC2 fluor cs	HTT ATP protect	L3MBTL1 block	TRb SRC2 PPI	Tau ThT inhib	Tau fibril FP	RECQ1 inh	Tau fluor counter
CC(C)CCNC(=O)CCCCn1c(=O)[nH]c2ccsc2c1=O	-3%	-23%	1%	11%	0%	-6%	0%	-5%
N#Cc1ccc(N2CCN(C(=O)c3cccc(F)c3)CC2)c(F)c1	1%	-10%[10 µM]	11%	0%	-2%	8%	4%	-4%
COC(=O)c1ccc(-c2sc3nc(N4CCOCC4)c4c(c3c2N)CC(C)(C)OC4)o1	-2%	14%	·	1%	-7%	4%	6%	-11%
COc1ccc(C(C(=O)NC2CCCCC2)N(Cc2cccs2)C(=O)Cc2c[nH]c3ccccc23)cc1 (configuration not stated)	1%	-59%[inhibitor]	-14%	-17%	-11%	13%	-13%	-28%

The main list resumes, repeating the three entries before the break.
SMILES	TR SRC2 fluor cs	HTT ATP protect	L3MBTL1 block	TRb SRC2 PPI	Tau ThT inhib	Tau fibril FP	RECQ1 inh	Tau fluor counter
COc1cc(C2c3c(-c4cc(C)cc(C)c4O)n[nH]c3C(=O)N2CCCO)cc(OC)c1OC (configuration not stated)	2%	-20%	-2%	3%	2%	10%	-9%	-10%
CC(C)CCNC(=O)CCCCn1c(=O)[nH]c2ccsc2c1=O	-3%	-23%	1%	11%	0%	-6%	0%	-5%
COc1ccc2c(Cl)c(C(=O)OCC(=O)c3ccc4c(c3)NC(=O)CO4)sc2c1Cl	-3%	-16%[10 µM]	·	-1%	?	-10%	i	-21%
CCOC(=O)c1c(C)[nH]c(C(=O)OC)c1CCC(=O)OC	-4%	3%	·	0%	-2%	-8%	i	-4%
CC12COC3(C(=O)Nc4ccc(F)cc4)CC1CCC32C (configuration not stated)	-1%	7%[10 µM]	10%	-3%	-9%	-6%	-8%	-11%
COc1ccc(C(CCNCc2ccc(N(C)C)cc2)C(C)C)cc1 (configuration not stated)	-2%	-5%[10 µM]	?	1%	-11%	3%	i	-21%
Cc1cc(C)nc(SCC(=O)N/N=C/c2cc(C)n(-c3ccccc3C)c2C)n1	-3%	·	-13%	6%	?	6%	-1%	-21%
COc1cc(SC)ccc1C(=O)N1CCn2c3c(c4cc(C)ccc42)CCCC31 (configuration not stated)	?	·	·	-1%	?	13%	·	?
COc1ccc(C(=O)N2CCN(c3ccc([N+](=O)[O-])c(NCCc4ccc(OC)c(OC)c4)c3)CC2)cc1	-2%	·	-5%	-1%	?	1%	3%	?
O=C(CN1C(=O)C2C3C=CC(C3)C2C1=O)Nc1ccc2nccnc2c1 (configuration not stated)	-4%	-21%	-2%	-2%	-14%	9%	-2%	0%
COc1ccc(S(=O)(=O)Nc2cc(C(=O)NCCCOC(C)C)ccc2N2CCOCC2)cc1	-1%	-26%	·	1%	-9%	-3%	-9%	-7%
CCN=C1SC(CC(=O)NC(C)C)C(=O)N1CC (configuration not stated)	3%	4%	·	1%	-5%	-9%	i	-9%
Cc1ccc(S(=O)(=O)NCc2c(-c3ccccc3)noc2C)cc1	-1%	-3%[10 µM]	1%	-7%	-3%	-11%	-9%	-18%
O=C(NCc1ccc2c(c1)OCO2)c1ccc(CSCc2ccc(Cl)cc2)o1	-3%	-8%[10 µM]	-12%	1%	-8%	3%	-13%	-14%
Cc1cc(OCCNCCO)cc(C)c1Cl	-2%	1%	2%	-1%	-3%	-2%	-2%	5%
Cc1sc2ncnc(N)c2c1C	-7%	1%[10 µM]	49%[activator]	-3%	-12%	9%	-3%	-13%
COC(=O)Cn1c2ccc(Cl)cc2c2nc(C)sc21	-1%	18%[10 µM]	-3%	-4%	-12%	-8%	-10%	-19%
Cc1ccc(C(=O)N2CCn3c(C)ccc3C2C)cc1 (configuration not stated)	1%	-64%[inhibitor]	·	-5%	?	?	-13%	-18%
Cc1ccc(CNC(=O)C2CCCCN2S(=O)(=O)c2ccc(F)cc2)cc1 (configuration not stated)	1%	·	·	10%	3%	-3%	·	-8%
CC(C)CC1(C(=O)NCCN2CCOCC2)C=CCN1C(=O)c1ccccc1 (configuration not stated)	1%&-4%	?	1%	2%&7%	-6%&-1%	-2%&-3%	i	-6%&-3%
CN(C)c1ccc(C(=O)NCc2ccc3c(c2)CCN3C(=O)c2ccc(Cl)cc2)cc1	?	·	·	-22%	-10%	6%	·	-14%
